# Nrf2 activator: Nrf2 pathway activation; AREc32 ARE-luciferase reporter (MCF7-derived line), luminescence, 24 h; Potency, µM (doses to about 46.1 µM), without a hit: top-dose activation, most hits filed as activators; 410,000 tested, 0.31% active; AID 624171; note: % of control where 0% means no effect; nearly all actives have a fitted effect of over 65% in size
#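 ARE-driven firefly luciferase activity in AREc32 cells measured after a 24 hr compound exposure at 37 deg C, using Steady-Glo reagent and a 30 min room-temperature hold.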
# Nrf2 inh: blocks Nrf2 signaling; A549 ARE-Fluc reporter, luciferase luminescence, 18-24 h; Potency, µM (top dose mostly 46 µM), for the others: at the top dose activity change, negative = inhibition, usual class: inhibitors; 360,000 tested, 2.1% active; note: % is set by controls: 0 for no effect and ±100 for the full control effect; nearly all actives have a fitted effect of over 60% in size
#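 Nrf2 function is reported as luminescence of an ARE-controlled luciferase in A549 cells. Compounds were tested at several concentrations, and a CellTiter-Fluor read on the same wells flagged cytotoxicity.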
# ATXN viability: viability counter-screen for ATXN expression inhibitors | S2 cells (HEK-293 line with an ATXN2-luciferase reporter) viability, CellTiter-Fluor protease fluorescence, 24 h | Potency, µM (series often up to 56.7 µM), actives largely listed as cytotoxic | 400,000 tested, 0.49% active | AID 651635; note: nearly all actives have a fitted effect of over 40% in size
# EPAC2 antag: EPAC2 (human) antagonism; Q8WZA2; EPAC2 GEF exchange of Rap1B-BODIPY-GDP, fluorescence; Potency, µM (titrated, usually from 114 µM), inactives show at the highest dose activity, negative = inhibition, usual class: inhibitors; 360,000 tested, 0.18% active; note: % is set by controls: 0 for no effect and ±100 for the full control effect; nearly all actives have a fitted effect of over 45% in size; many of its hits are not listed in these tables
# Target sequence (Q8WZA2 whole entry, looked up): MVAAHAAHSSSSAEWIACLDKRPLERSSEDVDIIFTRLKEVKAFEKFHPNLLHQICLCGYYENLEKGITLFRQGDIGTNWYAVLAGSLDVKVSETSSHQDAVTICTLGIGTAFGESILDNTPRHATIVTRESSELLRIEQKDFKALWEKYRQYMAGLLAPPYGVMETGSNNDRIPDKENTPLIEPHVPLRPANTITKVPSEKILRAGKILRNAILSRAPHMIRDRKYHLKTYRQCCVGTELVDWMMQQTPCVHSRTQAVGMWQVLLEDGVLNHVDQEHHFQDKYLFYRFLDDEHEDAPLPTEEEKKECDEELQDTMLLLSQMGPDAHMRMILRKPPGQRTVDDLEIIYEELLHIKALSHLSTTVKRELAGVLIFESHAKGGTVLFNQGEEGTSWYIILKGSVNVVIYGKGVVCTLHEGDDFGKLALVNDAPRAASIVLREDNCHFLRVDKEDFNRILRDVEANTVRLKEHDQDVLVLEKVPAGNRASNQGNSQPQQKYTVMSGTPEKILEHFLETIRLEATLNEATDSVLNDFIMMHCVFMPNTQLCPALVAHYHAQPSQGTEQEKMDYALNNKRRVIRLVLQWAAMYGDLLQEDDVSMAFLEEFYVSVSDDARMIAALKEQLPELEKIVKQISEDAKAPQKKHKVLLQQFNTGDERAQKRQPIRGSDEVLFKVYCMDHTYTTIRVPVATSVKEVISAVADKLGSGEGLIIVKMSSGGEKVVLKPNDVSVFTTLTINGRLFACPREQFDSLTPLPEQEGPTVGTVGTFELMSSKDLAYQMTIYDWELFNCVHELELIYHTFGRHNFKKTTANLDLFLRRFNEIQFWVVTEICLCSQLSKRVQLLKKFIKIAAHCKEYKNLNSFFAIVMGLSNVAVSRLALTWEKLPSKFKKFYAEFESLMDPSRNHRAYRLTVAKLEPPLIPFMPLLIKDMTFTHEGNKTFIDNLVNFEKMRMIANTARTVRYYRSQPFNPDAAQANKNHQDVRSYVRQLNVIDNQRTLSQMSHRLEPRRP
# TGFb SMAD3 inh: blocks TGF-b signaling; HepG2 CAGA-GFP TGF-b/SMAD3 reporter, GFP fluorescence, 18 h; TGF-beta stimulated, 500 pg/mL final; Potency, µM (titrated, usually from 46.1 µM), inactives show at the highest dose activity, negative = inhibition, actives largely listed as inhibitors; 410,000 tested, 1.2% active; note: % is set by controls: 0 for no effect and ±100 for the full control effect; nearly all actives have a fitted effect of over 65% in size
#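 HEPG2 CAGA-GFP reporter cells (1000/well, DMEM with 1% FBS) received compounds, then recombinant TGF-beta at 500 pg/mL final for 18 hours at 37 degrees C. Per-cell GFP summed per well was normalised to unstimulated and stimulated DMSO controls before curve fitting.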
# ATXN2 expr inh: inhibitors of ATXN2 expression. AID 1745845. HEK-293 ATXN2-luciferase reporter, luminescence, 24 h. Potency, µM (series often up to 57 µM), inactives show top-dose activity change, negative = inhibition, usual class: inhibitors. 360,000 tested, 0.72% active; note: % is set by controls: 0 for no effect and ±100 for the full control effect; nearly all actives have a fitted effect of over 55% in size
#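 qHTS (up to 57 uM final) was run with 24 h compound exposure of reporter cells at 37 °C. Each well was multiplexed: SteadyGlo luminescence measured ATXN2-luciferase expression after a fluorogenic Gly-Phe-AFC viability readout (25 uM final).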
# HepG2 tox: kills HepG2 cells in TGF-b inhibitor counter-screen. HepG2 CAGA-GFP viability, ATP luminescence, 18 h. Potency, µM (top dose mostly 46.1 µM), inactives show at the highest dose activity change, negative = cytotoxicity, usual class: cytotoxic. 410,000 tested, 0.76% active. AID 588856; note: some results filed as inactive show a strong effect at the top dose
#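 HepG2 CAGA-GFP cells (1000/well, DMEM with 1% FBS) received compound, then TGF-beta at 500 pg/mL final, and were incubated 18 hours at 37 degrees C. Viability was read by CellTiter-Glo luminescence. Media-only wells were set as complete cell-killing and DMSO as no toxicity.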
# A549 tox: counter-screen for Nrf2 inhibitors: cytotoxicity in A549 cells; 390,000 tested, 0.16% active; AID 504648; Potency, µM (titrated, usually from 46 µM), without a hit: top-dose activity change, negative = cytotoxicity, hits mostly inhibitors; A549 ARE-Fluc cells, CellTiter-Fluor viability, 18-24 h; note: % is set by controls: 0 for no effect and ±100 for the full control effect
#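 A549 ARE_Fluc cells in 5% FBS OPTI-MEM were exposed to compounds in concentration-response for 18-24 h at 37 deg C. Viability was read by CellTiter-Fluor fluorescence (Ex 405/Em 525) after 30 min, before the luciferase read.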
# MCF10A rerep: induces DNA re-replication in MCF 10a normal breast cells | MCF 10A DNA re-replication, Hoechst nuclear intensity, 48 h | Potency, µM (doses to about 46.1 µM), without a hit: at the highest dose activity, positive = re-replication, usual class: activators | AID 624296 | 350,000 tested, 2.9% active; note: % of control where 0% means no effect; nearly all actives have a fitted effect of over 50% in size
# * = called active by the depositor; i = inactive; ? = inconclusive; / = not tested or not shown; & = joins results of further samples; [ ] = another dose, or the depositor's remark. Calls come from the whole dose curve; as a rule, active = well fitted curve in the direction sought with a large enough effect; inconclusive = small, poorly fitted or top-dose-only effect, or another doubt; inactive = no such curve, though single readings can be large; an effect the other way counts as inactive or inconclusive. Potency is the fitted concentration of half-maximal effect.
structure | Nrf2 activator | Nrf2 inh | ATXN viability | EPAC2 antag | TGFb SMAD3 inh | ATXN2 expr inh | HepG2 tox | A549 tox | MCF10A rerep
COCCNC(=O)CN(c1cc(Cl)ccc1OC)S(C)(=O)=O | 0.0% | 3% | i | 8% | -5% | 1% | 13% | 0% | ?
COc1ccc(N(C(=O)c2snc(C(N)=O)c2N)C(C(=O)NC2CCCC2)c2ccc(OC)c(OC)c2)cc1 (configuration not stated) | 0.6% | -1% | i | -5% | 11% | 4% | -7% | -3% | 54%
CCC(C)NC(=O)C1c2ccccc2C(=O)N1Cc1ccccc1OC (configuration not stated) | -0.6% | ? | i | -8% | -3% | 0% | -3% | 0% | 1%
C=CCOC(=O)C1=C[C@H](c2csc3ccccc23)[C@@H](CCCO)[C@H](OCC)O1 | 5.5% | -14% | i | ? | 10% | -4% | -20% | 2% | 18%
CCN(CC)S(=O)(=O)c1ccc(C(=O)NCc2ccc3[nH]c4c(c3c2)CCCC4)cc1 | 0.3% | 0% | i | 9% | 0% | 5% | 0% | 0% | 9%
COc1ccc(C=Nc2ccc3[nH]ncc3c2)c(O)c1 | 4.1% | -4% | i | 13% | 9% | -6% | -1% | 1% | 0%
COc1ccc(C(CC(=O)O)NC(=O)c2ccccc2)cc1OC (configuration not stated) | 0.1% | 12% | i | 11% | 0% | 0% | -33% | 4% | 3%
COc1cccc(N2C(=O)Nc3ccccc3C2(O)C(=O)NCc2ccc3c(c2)OCO3)c1 (configuration not stated) | -1.0% | 5% | i | 2% | ? | 8% | -2% | -1% | 4%
CC(C)(C)c1ccc(-c2nnc(SCC(=O)c3ccc4c(c3)OCCO4)o2)cc1 | -0.9% | 10% | i | -2% | 0% | 3% | -5% | -2% | ?
CN(C)c1nc(SCC#N)nc(N(C)C)n1 | -0.4% | -18% | / | 2% | -4% | / | -42% | -3% | -2%
CCC(CC)C(=O)Nc1ccc(Nc2ccccc2)cc1 | 0.7% | 10% | i | 6% | 11% | 3% | 0% | -4% | 10%
COc1ccccc1CNC(=O)CN1C(=O)COc2ccc(S(=O)(=O)NC3CCCC3)cc21 | -0.8%&0.3% | ? | ? | 4% | ? | -1%&6% | 6%&-33% | -14%&-10% | 6%

# Other structures follow:
structure | Nrf2 activator | Nrf2 inh | ATXN viability | EPAC2 antag | TGFb SMAD3 inh | ATXN2 expr inh | HepG2 tox | A549 tox | MCF10A rerep
Cc1nc(-c2ccc(C(=O)N3CCCC3)cc2)cs1 | 0.2% | ? | i | 1% | 2% | -25% | -38% | -6% | 19%
CO[C@@]1(NC(=O)CSCC#N)C(=O)N2C(C(=O)O)=C(CSc3nnnn3C)CS[C@@H]21 | 0.1% | -5% | i | 32%[activator] | 42%[activator] | -1%&0% | 6% | -2% | -2%
Cc1ccc(NC(=O)CCNC(=O)c2ccccc2Cl)cc1S(=O)(=O)N1CCOCC1 | 0.2% | -6% | i | -3% | 12% | 0% | 8% | 8% | -6%
Oc1[nH]c2ccc(Br)cc2c1N=Nc1ccc(F)cc1 | 8.5% | 17% | i | 71µM* | 6% | 19% | 6% | -16% | -3%
Cc1cc(C(=O)CSc2nc3ccccc3[nH]2)c(C)n1Cc1ccco1 | 0.5% | ? | ? | -14% | ? | 19% | 4% | -18% | 28%
C=CCC1(CC=C)CCCN1C(=O)C1CCC(=O)N(CCc2ccc(Cl)cc2)C1 (configuration not stated) | 0.3% | ? | i | -10% | ? | 22% | -40% | 0% | 12%
O=C(C1COc2ccccc2O1)N1CCN(c2ccc(F)cc2)CC1 (configuration not stated) | 0.2% | -18% | i | -3% | 0% | -10% | 1% | -2% | -9%
S=C1N(c2ccccc2)C(c2cccc3ccccc23)N2CCCN12 (configuration not stated) | -0.1% | -17% | i | 2% | 3% | -1% | -18% | 1% | -5%
CCOC(=O)NC(=O)CSc1nc2ccccc2[nH]1 | -0.8% | 2% | i | 7% | 7% | 5% | 4% | -3% | -5%
Cc1cccc(-c2nnc(SCC#N)n2C)c1 | 0.2% | -1% | i | 13% | -3% | 15% | 14% | 0% | 8%
COC(=O)c1ccc(COC(=O)c2ccc(CO)cc2)o1 | -0.4% | -4% | i | 3% | -6% | 5% | -12% | 0% | 0%
CC(NC(=O)c1ccc2c(c1)N(Cc1cccc(F)c1)C(=O)c1ccccc1S2)c1ccccc1 (configuration not stated) | 4.0% | / | i | / | -3% | 14% | -14% | 12% | /

# The list goes on:
# Screens in order – Nrf2 activator, Nrf2 inh, ATXN viability, EPAC2 antag, TGFb SMAD3 inh, ATXN2 expr inh, HepG2 tox, A549 tox, MCF10A rerep
Cc1cccc(C)c1NC(=O)COC(=O)C1Cc2ccccc2CN1C(=O)c1ccccc1 (configuration not stated)
  -0.7%, 17%, i, 4%, 8%, -6%, 3%, -1%, 0%
Cc1cccn2c(=O)c3cc(C(=O)NCc4cccnc4)c(=N)n(C(C)C)c3nc12
  -0.8%, 0%, /, -4%, -18%, -16%, -23%, ?, ?
COc1cccc(/C=N/NC(=O)c2[nH]c(C)c(C(=O)N/N=C/c3cccc(OC)c3)c2C)c1
  7.6%, ?, i, 6%, 45%[activator], -18%, -25%, -4%, ?
COCCCNC(=S)Nc1ccc(OC(F)F)cc1C
  0.4%, 4%, i, 1%, 7%, -8%, -1%, 1%, -24%
COCCNC(=S)N/N=C/c1ccc([N+](=O)[O-])cc1
  3.7%, -17%, i, 3%, 0%, -20%, -6%, -2%, 9%
CCCCc1cc(=O)oc2cc(O)ccc12
  0.3%, 12%, i, -11%, -1%, -4%, -6%, -2%, ?
CC(=O)Nc1ccc(-c2sc(Nc3ccccc3)n[n+]2C)cc1
  1.1%, -1%, i, 2%, -6%, 9%, 15%, -10%, -7%
O=C(c1ccc(N2CCN(C(=O)c3cccc(F)c3)CC2)cc1)c1cccc(F)c1
  0.2%, ?, i, 2%, ?, ?, -25%, ?, ?
COc1ccc([N+](=O)[O-])cc1NC(=S)NC(NC(=O)Cc1ccc(OC)c(OC)c1)C(Cl)(Cl)Cl (configuration not stated)
  0.0%, ?, i, 5%, -28%, -22%, -42%, ?, 20%
CC(=O)Nc1ccc(S(=O)(=O)Nc2ccc3[nH]c(=O)[nH]c3c2)cc1
  -0.1%, -2%, i, 3%, -15%, 0%, 3%, 2%, 1%
O=[N+]([O-])c1cc(Br)c(Nc2ccccc2)c([N+](=O)[O-])c1
  -3.5%, ?, 13µM*, -21%, 18µM*, /, -121%, -21%, ?
C=CCn1c(SCC(=O)c2c(N)n(CCC)c(=O)n(C)c2=O)nc2sc(CC)cc2c1=O
  -0.3%, -6%, ?, 5%, -23%, -19%, 3%, 8%, 2%
COC(=O)c1c(NC(=O)CC2SC(N)=NC2=O)sc2c1CCCC2 (configuration not stated)
  -0.4%, -21%, i, -1%, -4%, -17%, -15%, 4%, -4%
Cc1nc(/C(N)=N/OC(=O)c2ccc(Cl)cc2)c(C(F)(F)F)o1
  2.6%, 14%, i, -25%, 8%, -26%, -9%, -1%, -2%
O=c1nc(N/N=C/c2ccco2)cn[nH]1
  4.1%, 2%, i, -2%, 8%, 2%, 13%, 17%, 7%
COc1ccc(N2C(=O)CC(N3CCN(S(=O)(=O)c4c(C)cc(C)cc4C)CC3)C2=O)cc1 (configuration not stated)
  -0.1%, 8%, i, 6%, -1%, 10%, 7%, 1%, -1%
Cc1ccc(N(CC(=O)NCc2ccccc2)C(=O)CCC(=O)Nc2ccccn2)cc1C
  -0.9%, -5%, i, 10%, -19%, 1%, -1%, -1%, 13%
Cc1nnc(NC(=O)c2nc(S(=O)(=O)Cc3ccccc3C)ncc2Cl)s1
  6.0%, ?, ?, 3%, ?, ?, -104%, -7%, 2.6µM*
CCn1c(-c2nn(C)cc2Cl)n[nH]c1=S
  1.8%, -15%, i, 3%, 7%, 3%, -7%, 5%, 5%
COC(=O)Cn1c(CCS(=O)(=O)c2ccc(C)c(C)c2)nc2ccccc21
  2.4%, -17%, i, -4%, ?, 2%, -12%, 3%, 9%

# Three structures out of the list, sorted by count of non-hydrogen atoms, largest number first.
# Screens in order – Nrf2 activator, Nrf2 inh, ATXN viability, EPAC2 antag, TGFb SMAD3 inh, ATXN2 expr inh, HepG2 tox, A549 tox, MCF10A rerep
Cc1ccc(N(CC(=O)NCc2ccccc2)C(=O)CCC(=O)Nc2ccccn2)cc1C
  -0.9%, -5%, i, 10%, -19%, 1%, -1%, -1%, 13%
COCCNC(=S)N/N=C/c1ccc([N+](=O)[O-])cc1
  3.7%, -17%, i, 3%, 0%, -20%, -6%, -2%, 9%
CCCCc1cc(=O)oc2cc(O)ccc12
  0.3%, 12%, i, -11%, -1%, -4%, -6%, -2%, ?

# Other results follow:
# Screens in order – Nrf2 activator, Nrf2 inh, ATXN viability, EPAC2 antag, TGFb SMAD3 inh, ATXN2 expr inh, HepG2 tox, A549 tox, MCF10A rerep
CCCCN(Cc1ccccc1)C(=O)CCN1C(=O)C2C3C=CC(C3)C2C1=O (configuration not stated)
  0.1%, -2%, i, -9%, 5%, 1%, -10%, 1%, ?
O=C(O)CCCn1cc(NC(=O)COc2cc(F)ccc2[N+](=O)[O-])cn1
  -0.5%, 1%, i, 1%, -9%, -5%, 7%, -19%, -13%
CCOc1ccc(CNC(=O)c2ccc3nc(N4CCOCC4)sc3c2)cc1
  -1.3%, 3%, i, -15%, -6%, 11%, 3%, -1%, 2%
COC(=O)Cn1c(CN2CCN(C(=O)c3ccco3)CC2)nc2c1c(=O)n(C)c(=O)n2C
  0.0%, -13%, i, 9%, -4%, 10%, -17%, 2%, -1%
O=C(CSc1nnc(-c2ccco2)o1)c1ccc([N+](=O)[O-])cc1
  11%, -3%, i, 8%, 4%, /, -17%, -2%, 7%
COCCn1c(C)cc(O)c(C(c2ccc(OC)cc2)N2CCN(c3ccccc3)CC2)c1=O (configuration not stated)
  2.5%, /, /, /, -16%, /, -13%, -9%, /

# Profiles from above. Order of values: Nrf2 activator	Nrf2 inh	ATXN viability	EPAC2 antag	TGFb SMAD3 inh	ATXN2 expr inh	HepG2 tox	A549 tox	MCF10A rerep
# COC(=O)Cn1c(CN2CCN(C(=O)c3ccco3)CC2)nc2c1c(=O)n(C)c(=O)n2C in the list: 0.0%	-13%	i	9%	-4%	10%	-17%	2%	-1%
# O=C(CSc1nnc(-c2ccco2)o1)c1ccc([N+](=O)[O-])cc1 in the list: 11%	-3%	i	8%	4%	/	-17%	-2%	7%

# These rows are one share of the data, so the mix of outcomes need not match the whole.
